# Source: PubChem (several laboratories)
# GSK3 alpha inh: human GSK-3 alpha kinase inhibition; ADP-Glo luminescence, 60 min; inhibition, % at 10 µM; 320,000 compounds, 0.1% hits; AID 2650; P49840;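 in the data active = inhibition above about 50%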;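 also: GST-tagged GSK-3 alpha with peptide substrate and 25 µM ATP; 0% = DMSO neutral wells and 100% = GW8510 positive control wells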
# Target sequence (P49840 whole entry, looked up): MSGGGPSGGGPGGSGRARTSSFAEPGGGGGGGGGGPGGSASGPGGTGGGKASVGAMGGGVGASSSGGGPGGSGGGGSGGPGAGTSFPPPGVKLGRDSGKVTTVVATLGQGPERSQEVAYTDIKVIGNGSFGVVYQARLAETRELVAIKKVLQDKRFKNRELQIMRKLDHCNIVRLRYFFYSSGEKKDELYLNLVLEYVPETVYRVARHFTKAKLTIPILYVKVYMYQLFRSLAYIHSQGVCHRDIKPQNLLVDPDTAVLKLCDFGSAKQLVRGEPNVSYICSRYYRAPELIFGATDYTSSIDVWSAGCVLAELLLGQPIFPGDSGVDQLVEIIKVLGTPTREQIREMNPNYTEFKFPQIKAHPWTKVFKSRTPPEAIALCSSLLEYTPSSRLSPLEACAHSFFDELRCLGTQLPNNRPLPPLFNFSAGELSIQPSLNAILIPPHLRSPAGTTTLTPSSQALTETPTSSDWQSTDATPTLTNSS
# DYRK1A inh: inhibitors of rat Dyrk1A kinase; ADP-Glo luminescence, NFATc1 peptide; inhibition, % at 12.5 µM; 310,000 compounds, 0.43% hits; AID 504441; in the data active = inhibition above about 50%;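 also: plate controls were vehicle with enzyme for no effect and no enzyme for full effect; many of its hits are not listed in these tables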
# PolyA inh: blocks polyadenylation in yeast reporter cells; S. cerevisiae SKY197-pL101 polyadenylation reporter, beta-gal luminescence; efflux-impaired pdr1/pdr3 knockout yeast; score 100 = 6 SD above DMSO; calls only at 12 µM; 300,000 compounds, 0.02% hits; AID 1875;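 active = lowest replicate activity score at least 50, where 100 means six control SD above control mean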;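 also: yeast exposed to compound for 9 h at 30 °C; higher score means more reporter readthrough which indicates perturbed polyadenylation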
# Platelet DG rel: platelet dense granule release activity; human platelet-rich plasma, SFLLRN dense granule ATP release, luminescence; inhibition, %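 (compounds screened at 7.5 µM in platelet-rich plasma)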; 300,000 compounds, 0.22% hits; AID 1663;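 active = mean replicate score, as percent of positive control, at or above 50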
# HSP90 inh: HSP90 refolding inhibition in rabbit reticulocyte lysate; AID 1789; 290,000 compounds, 0.91% hits; luciferase refolding luminescence, 3 h; inhibition, % at 5.6 µM;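 active = inhibition above the screen-wide mean plus 3 SD, computed separately per campaign, cut at about 16% in these data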;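 also: 0% = DMSO wells and 100% = 60 µM geldanamycin wells; inhibitors lower the luminescence because luciferase stays unfolded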
# HDAC3 inh: blocks human histone deacetylase 3; recombinant HDAC3, fluorogenic peptide/trypsin coupled, fluorescence; inhibition, % at 8.3 µM; 320,000 compounds, 0.15% hits; in the data active = inhibition above about 26%, passing the limit was not always enough
# Target sequence (O15379 whole entry, looked up): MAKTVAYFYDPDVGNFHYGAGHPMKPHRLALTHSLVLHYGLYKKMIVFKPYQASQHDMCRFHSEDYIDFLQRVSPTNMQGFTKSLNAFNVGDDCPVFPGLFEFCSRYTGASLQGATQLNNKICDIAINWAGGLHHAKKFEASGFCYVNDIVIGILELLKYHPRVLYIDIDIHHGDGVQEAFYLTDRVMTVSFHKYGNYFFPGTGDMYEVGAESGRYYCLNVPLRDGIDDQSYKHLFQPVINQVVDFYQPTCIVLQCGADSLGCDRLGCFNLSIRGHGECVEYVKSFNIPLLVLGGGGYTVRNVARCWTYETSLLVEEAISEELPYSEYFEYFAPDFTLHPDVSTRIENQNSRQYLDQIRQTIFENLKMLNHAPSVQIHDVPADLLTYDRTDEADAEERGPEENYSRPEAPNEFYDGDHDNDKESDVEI
# AI-2 QS mod: modulates the Vibrio harveyi AI-2 quorum sensing system | activity change, % at 7.5 µM | AID 2094 | Vibrio harveyi JMH597 AI-2 luminescence/OD600 ratio, 9 h; stronger effect = lower value; strain lacks LuxN and CqsS sensors; 0 = neutral-control median | 300,000 compounds, 0.4% hits; in the data active = activity change below about -75%, passing the limit was not always enough;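 also: luminescence divided by OD600 gain over 9 h not by final OD600 alone; inactives centre near 13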
# HSF1 inh: HSF1 inhibition. NIH3T3-HGL HSE-luciferase, MG132-induced, luminescence 8 h; stronger effect = lower value. activity change, negative = inhibition, % at 7.5 µM (by protocol). 300,000 compounds, 0.77% hits;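 active = more than half of replicate wells show activity change below -50%, luminescence cut by over half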;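 also: luciferase reports HSF-1 transcriptional activity via heat shock element; 0% = median of DMSO wells and -100% = zero luminescence signal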
# HSF-1 act: increases HSF-1 driven luciferase reporter signal. NIH3T3-HGL HSF-1 luciferase reporter, MG132, 8 h; 100% = twice DMSO control signal. activation, % at 9 µM. 300,000 compounds, 1.7% hits. AID 504408;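 active = mean replicate activation of at least 50% with a set share of replicates each reaching 50%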;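 also: 0% = median of the neutral control wells and 100% = twice that signal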
# GSK3beta inhib: blocks human GSK3beta kinase activity; activity score (negative = inhibition), % at 10 µM; 300,000 compounds, 0.038% hits; GST-GSK3beta kinase, ADP-Glo luminescence, 60 min; stronger effect = lower value;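 active = more than half of replicate wells score below -50%, meaning over 50% inhibition versus plate controls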;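 also: 0% = median DMSO wells and -100% = median GW8510 positive control wells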
#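 Assay system: GST-tagged human GSK3beta kinase, cell-free; Input: 1.6 ng GSK3beta; Medium: Tris/MgCl2 kinase buffer; Timing: 60 min enzyme reaction, room temperature; Signal: ADP-Glo luminescence quantifying ADP generated by kinase; Evaluation: score relative to plate controls; Benchmarks: DMSO neutral wells and GW8510 at 20 µM as positive.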
# * = called active by the depositor; i = inactive; x = no result given. An excerpt (hit frequency here may not be typical).
SMILES,GSK3 alpha inh,DYRK1A inh,PolyA inh,Platelet DG rel,HSP90 inh,HDAC3 inh,AI-2 QS mod,HSF1 inh,HSF-1 act,GSK3beta inhib
O=c1[nH]c(C2CCCN(S(=O)(=O)c3ccccc3)C2)nc2c1nnn2Cc1cccc(Cl)c1 (stereo not given),-3,2,i,1,2,5,32,2,2,1
CCOC(=O)NCc1ccc(S(=O)(=O)Nc2c(C)cccc2C)cc1,0,0,i,-1,7,4,16,-2,-7,2
CC(=N/O)/C(=N\O)c1ccc(C)o1,1,-5,i,-2,0,-3,x,1,2,x
O=c1c2ccccc2nc(SCc2cn3ccsc3n2)n1-c1ccccc1F,3,-1,i,-3,0,1,28,4,10,3
Cc1ccc(/C=N/Nc2ccc(C(=O)O)cc2)o1,2,15,i,33,12,6,-91*,-3,1,-3
COC(=O)c1ccc(NC(=O)Cc2ccc(C)cc2)cc1,-3,-7,i,x,5,0,10,5,-7,-1
O=C(Nc1nc(-c2cccnc2)cs1)c1cccc([N+](=O)[O-])c1,-1,-4,i,16,-3,-1,1,5,-3,2
COc1ccc(C(=O)NC2CC2)cc1OC1CCN(Cc2ccc(NC(C)=O)cc2)CC1,x,0,i,13,0,x,28,2,2,1
Cc1ccccc1S(=O)(=O)Cc1ccc(C(=O)N2CCN(c3ccccc3F)CC2)o1,-1,-4,i,-3,2,5,12,0,-7,1
O=C(N/N=C/c1ccco1)c1cccc([N+](=O)[O-])c1,8,1,i,-1,1,3,16,-6,-2,-1
C/C(=N\Nc1cccc(C(=O)O)c1)c1ccc2c(c1)Nc1ccccc1S2,7,15,i,-7,5,2,7,27,25,2
O=C(O)C1CCC(N2C(=O)C3CCCCC3C2=O)CC1 (stereo not given),-2,-5,i,0,8,-4,11,-9,19,-3
Cc1ccc(NC(=O)c2sc(N)nc2-c2ccc([N+](=O)[O-])cc2)c(C)c1,0,-1,i,-9,3,-2,32,41,63*,3
C#CCNC(=O)C1=C[C@H](c2coc3ccccc3c2=O)[C@@H](CCCO)[C@H](OCC)O1,-2,4,i,-2,10,5,14,-31,-47,6
Cc1ccc(-c2nnc(SCC(=O)N3CCN(c4ccccc4)CC3)o2)cc1,1,x,i,x,0,-1,10,-8,1,0
Cc1ccnc(NS(=O)(=O)c2ccc(-n3cccn3)cc2)c1,-1,-6,i,4,1,-2,-1,-4,-3,0
CCN(c1ccccc1)S(=O)(=O)c1ccc(Cl)nc1,-3,-7,i,0,-3,12,20,1,-10,3
COc1ccc(N2C(=O)C3C(C2=O)C(C(=O)c2ccccc2)N2CCCC32)cc1 (stereo not given),0,0,i,-2,7,3,13,9,23,0
COCCCN1CC(=O)N2Cc3[nH]c4ccccc4c3C[C@H]2C1=O,0,3,i,-5,4,-6,2,5,-9,2
CC(C)(C)c1ccc(-c2nnc(N)s2)cc1,5,4,i,5,0,1,23,6,36,-2
COc1ccc(N(CC(=O)N/N=C/c2cc3ccc(OC)cc3nc2Cl)S(=O)(=O)c2ccccc2)cc1,-2,x,i,-12,2,-1,64,29,59*,1
CCc1cc(CNC(=O)C2CCC(=O)N(CCc3ccc(OC)cc3)C2)on1 (stereo not given),0,-8,i,13,-2,-1,29,-3,1,0
O=C(N/N=C/C=C/c1ccccc1)c1n[nH]c2c1CCC2,4,1,i,18,0,-2,19,-1,-6,0
COc1cc2c(cc1OC)C(/C(C#N)=N\O)=NC(C)(C)C2,24,11,i,-6,-1,6,-4,-8,-28,1
Cc1ccnc(S(=O)(=O)Cc2ccc([N+](=O)[O-])cc2)n1,-3,-4,i,-5,0,4,32,-5,8,-2

# A draw from above in order of molar mass, high to low.
SMILES,GSK3 alpha inh,DYRK1A inh,PolyA inh,Platelet DG rel,HSP90 inh,HDAC3 inh,AI-2 QS mod,HSF1 inh,HSF-1 act,GSK3beta inhib
COc1ccc(C(=O)NC2CC2)cc1OC1CCN(Cc2ccc(NC(C)=O)cc2)CC1,x,0,i,13,0,x,28,2,2,1
COc1ccc(N2C(=O)C3C(C2=O)C(C(=O)c2ccccc2)N2CCCC32)cc1 (stereo not given),0,0,i,-2,7,3,13,9,23,0
O=C(Nc1nc(-c2cccnc2)cs1)c1cccc([N+](=O)[O-])c1,-1,-4,i,16,-3,-1,1,5,-3,2
O=C(N/N=C/C=C/c1ccccc1)c1n[nH]c2c1CCC2,4,1,i,18,0,-2,19,-1,-6,0
O=C(N/N=C/c1ccco1)c1cccc([N+](=O)[O-])c1,8,1,i,-1,1,3,16,-6,-2,-1

# The listing continues.
SMILES,GSK3 alpha inh,DYRK1A inh,PolyA inh,Platelet DG rel,HSP90 inh,HDAC3 inh,AI-2 QS mod,HSF1 inh,HSF-1 act,GSK3beta inhib
COc1ccc(CNC(=O)C2CCN(S(=O)(=O)N3CCC4(CC3)OCCO4)CC2)c(OC)c1,1,0,i,-3,-2,-22,19,1,3,2
Cn1c(SCC(=O)NCc2ccc(F)cc2)ncc(C(=O)Nc2ccccc2)c1=O,1,-3,i,8,x,1,-12,22,29,0
O=c1c2ccccc2ncn1Cc1ccc2c(c1)OCO2,0,-1,i,1,0,2,17,-2,2,0
Cc1ccc(NC(=O)CSc2ccccc2NC(=O)c2cccc(Cl)c2)cc1Cl,-4,0,i,-25,-5,4,8,7,7,2
Cc1ccc(CNC(=O)CCS(=O)(=O)c2cc(Br)cc3c2N(C(=O)C2CC2)CC3)o1,1,7,i,-1,3,-4,6,-1,5,0
COC(=O)c1c(-c2cccs2)csc1NC(=O)CN1CCOCC1,-1,19,i,-1,3,-6,17,7,3,5
CSC1=NC(C)(C)C=C(/C=C/c2c(Cl)cccc2Cl)N1,0,0,i,13,4,-4,15,24,33,-1
O=C(CNC(=O)c1ccccc1F)NCc1cccnc1,-3,-3,i,0,-5,2,22,-6,-15,0
O=C(Nc1ccc2cn[nH]c2c1)c1ccccc1F,-1,54*,i,1,1,0,26,26,40,-4
CCN(CC)C(=O)CSc1nnc2cc(C)c3ccccc3n12,-1,2,i,2,2,9,11,x,x,-2
CSc1ncccc1C(=O)Nc1nc2ccc(Oc3ccccc3)cc2s1,2,2,i,8,0,3,9,8,15,-3
c1ccc2c(SCc3cn4cccnc4n3)ncnc2c1,-3,13,i,-15,1,-9,29,4,4,3
CCCCc1cc(=O)oc2cc(OCC(=O)N3CCc4ccccc43)ccc12,-1,3,i,0,5,-6,9,3,-15,0
COc1ccc(Cc2noc(CN(C)CC3(N4CCOCC4)CCCCC3)n2)cc1OC,-3,x,i,1,0,6,8,-4,-5,0
O=C(COC(=O)c1ccccc1Br)Nc1ccccc1F,1,6,i,3,0,2,-32,9,15,1
c1ccc2c(c1)Cn1nnnc1-2,-1,14,i,-1,-2,-4,24,-30,-44,-1
Cc1cc(-c2nnc(CSc3nnc(NC(=O)c4ccc(C(C)(C)C)cc4)s3)o2)ccc1[N+](=O)[O-],-2,-6,i,-2,-5,3,13,-1,9,-4
Cc1cc(=O)c2cc(Br)ccc2[nH]1,3,40,i,-2,11,14,7,-3,12,-4
CC(C)c1ccc(CNC(=O)C(=O)Nc2nccs2)cc1,1,1,i,-3,-2,0,-12,0,-11,-1
Nn1c(SCc2ccccc2)nnc1-c1ccccn1,1,-2,i,-6,-3,2,-35,13,11,-1
CCn1c(N2CCN(S(=O)(=O)c3ccc(Cl)cc3)CC2)nc2ccccc21,-2,x,i,-2,4,10,41,5,24,-1
CCc1ccc(S(=O)(=O)NC2CCCCNC2=O)cc1 (stereo not given),-1,3,i,x,0,4,24,2,10,1
COc1cc(C(=O)OCC(=O)NCCN2C(=O)CSC2=O)ccc1OCc1c(C)noc1C,x,-5,i,-1,2,x,16,-4,-9,-2
CCOCCCn1c(=S)[nH]c2cc(C(=O)NCCCN(CC)CC)ccc2c1=O,-1,0,i,1,-3,-4,7,-3,-13,1
Cc1ccccc1CN1CCN(CC(=O)NCCCN2CCN(c3ccc(F)cc3)CC2)C1=O,6,-2,i,7,1,4,12,3,-17,-3
# Later entries
SMILES,GSK3 alpha inh,DYRK1A inh,PolyA inh,Platelet DG rel,HSP90 inh,HDAC3 inh,AI-2 QS mod,HSF1 inh,HSF-1 act,GSK3beta inhib
CC(=O)Nc1sc(N/N=C/c2ccccc2F)nc1-c1ccc(C)cc1,-1,-7,i,10,5,-2,9,1,4,4
O=C1C(Cc2ccccc2)Nc2ncnc(N3CCN(c4ccccc4)CC3)c2N1Cc1ccc(Cl)cc1 (stereo not given),-3,5,i,13,x,5,15,9,2,0
CCn1nc(C)cc1C(=O)N1CCCC(Nc2ccc(F)c(F)c2)C1 (stereo not given),0,-9,i,6,-5,4,18,1,2,-3
CCN1CC(CN(C)Cc2cn(-c3ccc(C)cc3)nc2-c2cccc(C)c2)CC1=O (stereo not given),-5,0,i,4,-4,-1,4,14,40,1
COc1ccc(C(=O)Nc2cccc(OC)c2)cc1,2,13,x,11,5,-3,15,2,19,-2
CC(=O)c1cccc(NC(=O)c2cccc(S(=O)(=O)N3CCOCC3)c2)c1,0,8,i,-1,-2,1,23,-1,1,0
Cc1cc(-c2ccco2)n(CC(=O)O)n1,-3,6,i,5,-5,1,11,-2,-2,3
CCOc1cc(C(=O)Nc2ccc(F)cc2)cc(Br)c1OC,0,-14,i,-4,-1,6,9,2,13,3
COc1ccccc1C1=NC(c2ccc(F)cc2)N=C1C (stereo not given),-1,7,i,-7,-3,1,-1,8,-7,1
O=C(NC1CCCc2ccccc21)C(Cc1ccccc1)NS(=O)(=O)c1cccs1 (stereo not given),1,0,i,8,0,-1,9,-4,9,5

# Some of these compounds in order of the HSP90 inh value, largest number first.
SMILES	HSP90 inh
Cc1ccccc1S(=O)(=O)Cc1ccc(C(=O)N2CCN(c3ccccc3F)CC2)o1	2
O=c1c2ccccc2nc(SCc2cn3ccsc3n2)n1-c1ccccc1F	0
CCOCCCn1c(=S)[nH]c2cc(C(=O)NCCCN(CC)CC)ccc2c1=O	-3
Cc1cc(-c2nnc(CSc3nnc(NC(=O)c4ccc(C(C)(C)C)cc4)s3)o2)ccc1[N+](=O)[O-]	-5

# As a working copy, some entries already given.
SMILES,GSK3 alpha inh,DYRK1A inh,PolyA inh,Platelet DG rel,HSP90 inh,HDAC3 inh,AI-2 QS mod,HSF1 inh,HSF-1 act,GSK3beta inhib
COc1ccc(C(=O)Nc2cccc(OC)c2)cc1,2,13,x,11,5,-3,15,2,19,-2
CC(=O)c1cccc(NC(=O)c2cccc(S(=O)(=O)N3CCOCC3)c2)c1,0,8,i,-1,-2,1,23,-1,1,0
Cc1cc(-c2ccco2)n(CC(=O)O)n1,-3,6,i,5,-5,1,11,-2,-2,3
